Source: PubChem (several laboratories)
STK33 kinase inh – inhibitors of purified STK33 kinase, primary screen, biochemical, ADP-Glo luminescence, homogeneous, cell-free; actives 0.073% (n = 320,000); inhibition, % at 10 µM; Serine/threonine-protein kinase 33 (Homo sapiens), Q9BYT3; MBP phosphorylation; AID 2661, 2010;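 active means inhibition at or above 25%, using the most active replicate where run in duplicate; inactive means inhibition below 25%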
OX1R antag – antagonists of human orexin 1 receptor (OX1R); inhibition, % at 6.6 µM; actives 1.8% (n = 330,000); OX1R-expressing cells, FRET antagonist read-out; in the data active means inhibition mostly above about 38%, no sharp cut-off; inactive means mostly below about 40%;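 further: 0% = agonist challenge alone and 100% = reference antagonist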
KCNQ2 inh – KCNQ2 potassium channel inhibitors, primary screen, cell-based, CHO-K1, FluxOR thallium flux, B-score (AID 2156); 20 min; stronger effect = lower value; B-score at 10 µM; Potassium voltage-gated channel subfamily KQT member 2 (Rattus norvegicus), O88943; actives 1.1% (n = 310,000);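 active means fluorescence ratio B-score at most minus 3 library SDs, with starting brightness B-score within 2 library SDs, cut at about -5.5 in these data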
Target sequence (O88943 whole entry, looked up): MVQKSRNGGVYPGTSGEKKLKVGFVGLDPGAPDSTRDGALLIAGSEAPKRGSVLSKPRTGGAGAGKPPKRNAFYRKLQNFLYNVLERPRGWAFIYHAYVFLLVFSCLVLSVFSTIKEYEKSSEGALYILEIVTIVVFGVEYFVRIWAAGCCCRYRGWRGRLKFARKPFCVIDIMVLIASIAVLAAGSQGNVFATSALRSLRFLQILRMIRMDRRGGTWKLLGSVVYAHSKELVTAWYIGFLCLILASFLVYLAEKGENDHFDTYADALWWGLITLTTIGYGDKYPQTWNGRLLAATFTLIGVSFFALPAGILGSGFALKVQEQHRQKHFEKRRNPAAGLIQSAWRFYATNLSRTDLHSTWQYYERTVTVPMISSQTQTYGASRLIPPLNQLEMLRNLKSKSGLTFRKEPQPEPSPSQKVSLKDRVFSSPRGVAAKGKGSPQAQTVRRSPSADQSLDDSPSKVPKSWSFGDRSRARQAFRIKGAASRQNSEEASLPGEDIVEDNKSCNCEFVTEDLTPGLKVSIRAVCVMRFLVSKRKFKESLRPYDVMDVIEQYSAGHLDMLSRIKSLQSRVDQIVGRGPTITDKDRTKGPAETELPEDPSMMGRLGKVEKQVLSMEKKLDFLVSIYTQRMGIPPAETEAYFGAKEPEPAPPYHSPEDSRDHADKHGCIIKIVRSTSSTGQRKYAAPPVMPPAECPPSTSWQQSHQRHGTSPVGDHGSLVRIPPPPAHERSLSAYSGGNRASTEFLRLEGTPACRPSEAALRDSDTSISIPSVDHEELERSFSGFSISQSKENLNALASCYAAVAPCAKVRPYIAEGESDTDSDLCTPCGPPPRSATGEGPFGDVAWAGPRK
Active calls of the source: *; i = inactive; . = no result given. Rows are unselected; overall some 2.7% were active at least once.

The opening three entries, ahead of the listing:
Molecule,STK33 kinase inh,OX1R antag,KCNQ2 inh
COc1ccccc1CNC(=O)C1CC(c2ccccc2C(F)(F)F)=NO1 (stereo not given),-0.2,28,i
Cc1ccc(OCC(=O)N2CCCC(CO)(CCOc3ccccc3)C2)cc1 (stereo not given),0.1,9,i
O=C(Nc1cccc([N+](=O)[O-])c1)c1ccncc1,-0.1,66*,i

The whole of this part, repeating the preview:
Molecule,STK33 kinase inh,OX1R antag,KCNQ2 inh
COc1ccccc1CNC(=O)C1CC(c2ccccc2C(F)(F)F)=NO1 (stereo not given),-0.2,28,i
Cc1ccc(OCC(=O)N2CCCC(CO)(CCOc3ccccc3)C2)cc1 (stereo not given),0.1,9,i
O=C(Nc1cccc([N+](=O)[O-])c1)c1ccncc1,-0.1,66*,i
COc1ccc(C(=O)N(CCc2ccccc2)Cc2cccs2)c(OC)c1,0.7,24,i
O=C(Nc1cscc1S(=O)(=O)c1ccc(Cl)cc1)c1ccccc1Cl,-2.1,15,i
COCCN(Cc1nc2ccccc2c(=O)[nH]1)C(=O)COc1c(C)cc(Cl)cc1C,0.5,58*,.
C=CCc1ccc(OCCOCCOc2cccc3ccc(C)nc23)c(OC)c1,-1.5,21,i
COc1ccc(OCCN(C)Cc2ccccc2)cc1,-1.4,17,i
CCC(C)c1ccccc1NC(=O)COC(=O)c1ccc2c(c1)S(=O)(=O)c1ccccc1C2=O (stereo not given),0.6,53,i
O=C(O)CCN1C(=O)c2ccncc2C1=O,-1.9,9,i
O=C(COC(=O)c1nc(Cl)ccc1Cl)Nc1ccc2c(c1)OCO2,-0.2,9,i
CC(C)CNC(=O)c1cccc(Cn2cc(Cl)cn2)c1,0.9,32,i
COc1ccc(CC(=O)N/N=C/c2cccnc2)cc1OC,-3.2,15,i
Cc1ccc(NS(=O)(=O)c2ccc(NC(=O)[C@@H]3CCCC[C@@H]3C(=O)O)cc2)c(C)c1,-0.7,3,i
CCOc1ccc(C(=O)COC(=O)c2ccc(-n3cnnn3)cc2)cc1,-0.7,-9,i
COc1ccc(NC(=O)C2C(=O)N(CCO)C3(C)CC2c2ccccc2O3)cc1 (stereo not given),-0.4,8,i
Cc1ccc2c(CN(C)Cc3ccccc3)cc(=O)oc2c1C,-1.4,-1,i
CC1CC(C)CN(S(=O)(=O)N2CCCC(C(=O)NC3CCCCC3C)C2)C1 (stereo not given),1.2,8,i
C[C@@H]1CN([C@H](C)CO)C(=O)Cc2cc(NS(=O)(=O)c3ccc(F)cc3)ccc2O[C@H]1CN(C)Cc1ccc(C(=O)O)cc1,-0.1,12,.
Cc1c(C(C)(C)C)c(C=S)n2ccccc12,-0.2,10,i
CCOc1cc(/C=N/Nc2nc3ccccc3[nH]2)cc(Br)c1OCC(=O)N(C)C,8.9,14,i
CN1c2ccccc2C(C)(C)C12C=Cc1cc(O)ccc1O2 (stereo not given),-1.2,29,-7.1*
CCc1ccc(CN2CCC(n3nccc3NC(=O)C3CCCC3)CC2)cc1,-0.3,20,i
Cc1ccc(S(=O)(=O)N2CCOC23CCN(C(=O)C(=O)NCc2ccccc2)CC3)cc1,1.1,22,i
CC(=O)c1ccc(N2CCN(C(=O)CN3C(=O)NC4(CCCCC4)C3=O)CC2)c(F)c1,-0.3,1,.
Cc1oc2c(C)c3oc(=O)c(CC(=O)N[C@@H](CCCNC(N)=O)C(=O)O)c(C)c3cc2c1C,-0.9,.,i
CCCCC(=O)Nc1nnc(S(=O)(=O)N(CC)c2ccccc2)s1,0.3,-1,i
C=CC[C@@H](CC(=O)N[C@H](CO)Cc1ccccc1)C(=O)NC[C@@H](OC(=O)[C@@H](CC=C)Cc1ccc(F)cc1)c1ccccc1,-1.1,14,.
Cc1noc(C)c1S(=O)(=O)Nc1ccc(C(=O)N2CCN(c3ccc(F)cc3)CC2)cc1,.,20,i
COC(=O)C1=C(C)N(CCc2c[nH]c3ccccc23)C(=O)/C1=C\N(C)C,0.0,12,i

Next part:
Molecule,STK33 kinase inh,OX1R antag,KCNQ2 inh
CC(C)Cc1ccc(C(=O)NCc2ccc3c(c2)OCO3)o1,-1.1,.,i
CCN1CCN(CCCNC(=O)CCC(=O)N2CCOc3ccccc32)CC1,0.3,11,i
O=S(=O)(Nc1ccc2c(c1)OCCO2)c1ccc(F)c(F)c1,-1.1,11,i
COc1ccc(-c2cc(C(F)(F)F)nc(N3CCN(C)CC3)n2)cc1OC,-0.5,15,i
O=C1c2ccccc2C(=O)c2c1ccc(C(=O)N1CCCCC1)c2NCCO,0.5,25,i
Cc1cc(C)cc(OCCNC(=O)C(C)N2C(=O)c3ccccc3C2=O)c1 (stereo not given),-2.3,25,i
CCN(CC)S(=O)(=O)N1CCC(C(=O)NCc2ccco2)CC1,-0.1,1,i
O=C(O)C1CSC(c2ccncc2)N1 (stereo not given),-1.3,8,i
CCOC(=O)C1CCCN(C(=O)Cn2nc(C)n3c(cc4c(OC)cccc43)c2=O)C1 (stereo not given),-2.9,22,i
C[C@H](OC(=O)c1[nH]cnc1C(=O)N1CCN(C(=O)OC(C)(C)C)CC1)c1ccccc1,0.5,4,.
Cc1nn(C)c(C)c1S(=O)(=O)N(CC(=O)NCc1ccco1)c1ccc(C(C)C)cc1,0.0,10,i
O=C(COC(=O)CCC1CCCC1)Nc1ccccc1Br,-1.2,-4,.
N=c1n(CCN2CCCCC2)c2ccccc2n1CC(O)c1cccc(Br)c1 (stereo not given),1.2,10,i
COc1ccc(-c2[nH]ncc2CN2CCCC2c2nonc2C)c(F)c1 (stereo not given),-2.4,14,i
Cc1noc(C)c1C(=O)NCc1ccccc1Br,-0.7,19,i
COc1ccc(/C=N\NC(=O)c2ccc([N+](=O)[O-])cc2)cc1COc1c(F)c(F)cc(F)c1F,0.8,.,i
CC(=O)Nc1ccc(C(=O)N/N=C/c2ccc(F)cc2)cc1,-0.8,-2,i
COC(=O)C1CCN(C(=O)COC(=O)C2CCN(S(=O)(=O)c3c(Cl)cccc3Cl)CC2)CC1,0.1,8,i
O=C(Cc1ccc([N+](=O)[O-])cc1)Nc1ccc(Br)cn1,-0.8,4,i
CCN1CCN(c2nc3sc4c(c3c3ncnn23)CC(C)CC4)CC1 (stereo not given),0.0,20,i
CCCNC(=O)c1ccc2c(=O)c(O)c(C)[nH]c2c1,1.9,19,i
c1ccc(-c2nc3ccccc3c3nncn23)cc1,-1.1,14,i
COc1cc(/C=C2\C(=O)NN(c3ccccc3)C2=O)ccc1OCC(N)=O,-0.1,3,i
Cc1cc2cc(OCc3ccccc3)ccc2n1C,0.6,16,i
CCc1ccccc1OCC(=O)Nc1cccc(S(=O)(=O)NC2=NCCCCC2)c1,0.4,8,.
NC(=O)C[n+]1cccc(C(=O)Nc2ccccc2)c1,-2.2,1,i
COCC(=O)OCn1nnc2ccccc2c1=O,-0.2,8,i
CCOc1cccc(C2C(C#N)=C(N)Oc3cc(C)n(Cc4ccccn4)c(=O)c32)c1OCC (stereo not given),-0.8,16,i
O=c1c2ccccc2nc(COc2ccccc2)n1/N=C/c1c[nH]c2ccccc12,.,19,i
CCOc1ccc2nc(SCC(=O)NCc3ccco3)sc2c1,-1.5,19,i

3 structures from above, sorted by number of heavy atoms, largest number first.
Molecule,STK33 kinase inh,OX1R antag,KCNQ2 inh
COc1ccc(-c2[nH]ncc2CN2CCCC2c2nonc2C)c(F)c1 (stereo not given),-2.4,14,i
CCCNC(=O)c1ccc2c(=O)c(O)c(C)[nH]c2c1,1.9,19,i
O=C(O)C1CSC(c2ccncc2)N1 (stereo not given),-1.3,8,i

(listing goes on)
Molecule,STK33 kinase inh,OX1R antag,KCNQ2 inh
Cc1cc(C(=O)OCC(=O)NC(=O)NC(C)(C)C)c(C)o1,1.2,18,i
COc1cc(/C=N/NC(=O)CC2(C)OCCCO2)ccc1OCc1ccc(Cl)cc1Cl,-0.7,2,i
Cc1cccc(OCC(=O)Nc2nnc(-c3ccco3)s2)c1,-0.3,22,i
CSC1=NSC2=NC(=O)/C(=C\c3ccc(OC(=O)c4ccco4)cc3)C(=N)N12,0.6,21,i
CCC(C)(C)n1nnnc1C(CC(C)C)N1CCC(C(N)=O)CC1 (stereo not given),1.1,8,i
CON(C)S(=O)(=O)c1ccc2c(c1)N(Cc1ccc(C)cc1)C(=O)C1CCCN21 (stereo not given),-0.9,9,i
CC(C)(C)NC(=O)CSC(=Nc1cccc(F)c1)NC#N,-2.1,40,i
CCN1CCN(C(=O)c2ccc(C(F)(F)F)cc2)CC1,-1.0,3,i
COc1ccc(OCC(=O)OCCN2C(=O)c3ccccc3C2=O)cc1,-1.4,7,i
COc1ccc(C(=O)c2nccc3cc(OC)c(OC)cc23)cc1OC,-0.7,69*,.
CCOCCCNc1c2c(nc3cc(-c4ccc(F)cc4)nn13)CCC2,-2.9,14,i
CCc1ccccc1N1CC23C=CC(O2)C(C(=O)O)C3C1=O (stereo not given),1.7,10,i
O=C(CSC1=N/C(=C/c2ccc(Cl)c(Cl)c2)C(=O)N1c1ccccc1F)NC1CC1,0.2,16,i
O=C(NCC1CCCO1)C(=O)N/N=C/c1ccc(O)c(Cl)c1 (stereo not given),-0.5,7,i
Cc1cc(C)n2cc(COc3ccc4ccccc4c3)nc2n1,1.1,36,i
O=C1/C(=C/c2cccnc2)Oc2cc(OS(=O)(=O)c3ccc(Cl)cc3)ccc21,-1.1,4,i
CC(=O)C[C@@H](O)CC(=O)[C@@H]1OC(=O)[C@@H](C)C/C=C\Cc2ccccc21,0.3,12,.
CC(Sc1ccccc1)C(=O)NN=C1CCN(C)CC1 (stereo not given),-1.1,27,i
Cc1noc(C)c1NC(=O)N(C)C[C@@H]1Oc2c(NC(=O)c3ccncc3)cccc2C(=O)N([C@H](C)CO)C[C@@H]1C,-0.7,5,.
O=C(/C=C/c1ccc(F)cc1)N1CC[C@@]2(O)CCCC[C@H]2C1,-0.9,6,i
N#C/C(=C\c1ccc(OC(F)F)cc1)C(=O)N1CCCCC1,0.1,7,i
CC(=O)Nc1ccc(NC(=O)COc2ccc(Cl)cc2Cl)cc1,-1.6,1,i
Cc1ccc(S(=O)(=O)N(C)CC(=O)OCC(=O)c2ccc3c(c2)NC(=O)CO3)cc1,-0.3,9,.
Cc1ccc(NC(=O)C2CCCN2C(=O)OCc2ccccc2)cc1C (stereo not given),-0.9,5,i
Cc1ccc(-c2csc(/C(C#N)=C/Nc3ccccc3SC(F)(F)F)n2)c(C)c1,1.2,21,i
CC(=O)c1ccc(NC(=O)C2Cc3ccccc3CN2C(=O)c2ccccc2)cc1 (stereo not given),-1.4,16,i
O=C1c2ccccc2C(=O)c2c1cccc2N1CCOCC1,8.6,81*,i
COc1cc(C(=O)NC(=S)Nc2ccc3c(c2)C(=O)N(C)C3=O)cc(OC)c1OC,0.3,20,i
COc1ccc(NC(=O)CN2C(=O)/C(=C3\SC(=S)N(C4CCS(=O)(=O)C4)C3=O)c3ccccc32)cc1 (stereo not given),1.7,8,i
CCOC(=O)c1ccc(NC(=S)NNC(C)(C)C)cc1,1.2,24,i

Rewritten with the structure last: part of the list above.
STK33 kinase inh	OX1R antag	KCNQ2 inh	canonical_smiles
-0.9	5	i	Cc1ccc(NC(=O)C2CCCN2C(=O)OCc2ccccc2)cc1C (stereo not given)
1.2	21	i	Cc1ccc(-c2csc(/C(C#N)=C/Nc3ccccc3SC(F)(F)F)n2)c(C)c1
-1.4	16	i	CC(=O)c1ccc(NC(=O)C2Cc3ccccc3CN2C(=O)c2ccccc2)cc1 (stereo not given)
8.6	81*	i	O=C1c2ccccc2C(=O)c2c1cccc2N1CCOCC1
0.3	20	i	COc1cc(C(=O)NC(=S)Nc2ccc3c(c2)C(=O)N(C)C3=O)cc(OC)c1OC

Later entries.
Molecule,STK33 kinase inh,OX1R antag,KCNQ2 inh
Cc1ccc(CNC(=O)c2ccc(N3CCC4(CC3)CC(c3ccccc3)=NO4)c(NC(=O)c3c(Cl)cccc3Cl)c2)cc1,-1.6,9,i
COc1ccccc1N(C)S(=O)(=O)c1ccc(C(=O)N2CCCC(C(F)(F)F)C2)cc1 (stereo not given),-1.6,24,i
O=C(CSc1nc2ccccc2n1CCc1ccccc1)NC1CCS(=O)(=O)C1 (stereo not given),-0.3,10,i
O=C(N/N=C/c1ccc2c(c1)OCO2)/C(=C/c1ccc2c(c1)OCO2)NC(=O)c1ccccc1,0.6,21,i
O=c1cc2c(nn1Cc1cccc(Cl)c1)-c1ccccc1CC2,-0.8,18,i
COc1ccc([C@H]2/C=C\CN(C(=O)[C@H](Cc3ccccc3)NC(=O)OCC3c4ccccc4-c4ccccc43)CC(=O)N2Cc2ccc(F)cc2)cc1,-1.8,31,i
COc1ccc(C2Sc3nncn3N2Cc2ccc(C#N)cc2)cc1 (stereo not given),-0.7,0,i
CSc1ccccc1C(=O)C1CCCN(C(=O)c2ccc(N3CCOCC3)cc2)C1 (stereo not given),-0.9,13,i
O=C(NC1CCN(C(=O)NC2CCCCC2)CC1)c1ccco1,0.4,13,i
CCCCc1c(C)nc2ccccc2c1SCCC#N,-0.9,13,i
CCc1c(C)nc(SCC(=O)c2cccs2)c(C#N)c1C,-1.7,64*,i
CCCc1cc(=O)oc2cc(C)cc(OCC(=O)NC(Cc3c[nH]c4ccc(O)cc34)C(=O)O)c12 (stereo not given),-0.1,11,i
CCSC1=N/C(=C\c2ccc(OC)cc2)C(=O)N1,15,21,i
COc1ccccc1CNC(=O)C1CCN(c2nc3ccccc3o2)CC1,0.1,9,i
